# Screens (PubChem BioAssay)
# G6PDH counter – L. mesenteroides G6PDH inhibitors, counter-screen for G6PDH-coupled screening assays, biochemical, Leuconostoc mesenteroides enzyme | inhibition, % at 5 µM | Purified L. mesenteroides G6PDH, diaphorase/resazurin coupled fluorescence, 45 min | hit rate 0.12% among 200,000; in the data active = inhibition above about 50%
# TNAP inh no acc – human TNAP enzyme inhibitors, primary screen, biochemical, luminescent, no phosphate acceptor, uHTS; inhibition, % at 20 µM; hit rate 0.26% among 200,000; AID 1012, 2008; purified TNAP, CDP-star luminescence, 30 min;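 active = tissue-nonspecific alkaline phosphatase inhibition above about 50% at 20 µM in the single-dose screen, limit read from the data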;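 note: 0% = DMSO negative control and 100% = EDTA positive control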
# Target sequence (P05186 whole entry, looked up): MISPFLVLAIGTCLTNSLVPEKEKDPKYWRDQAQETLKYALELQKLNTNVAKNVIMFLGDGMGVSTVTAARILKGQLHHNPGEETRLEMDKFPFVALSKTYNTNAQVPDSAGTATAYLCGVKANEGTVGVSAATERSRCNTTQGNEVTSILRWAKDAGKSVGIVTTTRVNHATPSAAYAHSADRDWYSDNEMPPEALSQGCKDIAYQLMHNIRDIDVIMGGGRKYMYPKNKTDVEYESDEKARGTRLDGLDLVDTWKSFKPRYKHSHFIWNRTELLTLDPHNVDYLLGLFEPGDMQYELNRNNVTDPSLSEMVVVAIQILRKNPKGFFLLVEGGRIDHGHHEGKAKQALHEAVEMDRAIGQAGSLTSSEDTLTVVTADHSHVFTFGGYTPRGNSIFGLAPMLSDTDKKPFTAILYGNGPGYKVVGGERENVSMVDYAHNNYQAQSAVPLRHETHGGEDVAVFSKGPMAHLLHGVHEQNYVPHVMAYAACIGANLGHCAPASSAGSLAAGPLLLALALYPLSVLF
# Diaph inh CS – diaphorase inhibitors and chemical oxidizers, primary screen, counter-screen for diaphorase-coupled primary assays, biochemical, uHTS, resorufin fluorescence; diaphorase resazurin-to-resorufin fluorescence, NADH, 16 min; bacterial (C. kluyveri) enzyme, not human; inhibition, % at 20 µM; hit rate 0.69% among 190,000; AID 1217, 2008;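 active = primary screen inhibition at 20 µM above a set limit, cut at about 50% in these data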;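 note: plate controls were DMSO with full reaction for no effect and wells lacking NADH for full effect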
#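 controls = No-NADH positive control and DMSO neutral control | system = Clostridium kluyveri diaphorase enzyme | timing = reaction incubation of 16 min at room temperature | signal = resorufin fluorescence 544/590 nm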
# PMI act – activators of human PMI, primary screen, biochemical, fluorescence intensity, near-Km mannose 6-phosphate. Mannose-6-phosphate isomerase (Homo sapiens), P34949. purified human PMI, coupled resazurin fluorescence, 20 min; active compounds read high; 1 = vehicle control, 0 substrate-free wells. activation factor at 20 µM. hit rate 0.005% among 190,000. AID 1214, 2008;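 active = activation factor of 2 or more at 20 µM, relative to plate controls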
# Target sequence (P34949 whole entry, looked up): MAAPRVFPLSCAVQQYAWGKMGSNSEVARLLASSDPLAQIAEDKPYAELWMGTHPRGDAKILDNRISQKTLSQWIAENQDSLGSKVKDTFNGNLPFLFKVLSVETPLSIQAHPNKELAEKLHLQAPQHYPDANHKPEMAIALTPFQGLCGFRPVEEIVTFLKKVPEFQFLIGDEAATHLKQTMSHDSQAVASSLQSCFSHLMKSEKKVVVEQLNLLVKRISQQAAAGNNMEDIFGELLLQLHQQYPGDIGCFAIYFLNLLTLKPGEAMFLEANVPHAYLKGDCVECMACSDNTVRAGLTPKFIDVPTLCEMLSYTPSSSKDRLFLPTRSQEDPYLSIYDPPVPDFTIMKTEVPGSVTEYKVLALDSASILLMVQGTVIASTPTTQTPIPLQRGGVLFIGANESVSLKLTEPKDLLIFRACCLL
# TNAP act hiacc – TNAP activators at high phosphate acceptor level, primary screen, biochemical, luminescence, uHTS; purified TNAP, CDP-star luminescence, 1 M DEA, 30 min; active compounds read high; 0 = EDTA background, 1 = DMSO-only activity; activation factor at 20 µM; 200,000 tested, under 10 active; AID 1136, 2008;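 active = activation factor at least 2 at 20 µM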
#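 Test system – human TNAP · Doses – 20 µM single point · Incubation – 30 min, room temperature · Signal – luminescent substrate turnover signal · Read-out basis – activation factor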
# FLuc act counter – FLuc activators, initial screening, artefact control for FLuc-dependent activation tests, biochemical, ATPlite luminescence; ATPlite luciferase biochemical, 10 min; 0 = ATP-free wells, 1 = DMSO control; activation factor at 10 µM; 200,000 tested, under 10 active; AID 1027, 2008;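 active = luciferase activation factor, scaled between plate controls, of at least 2 with compound at 10 µM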
#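 assay system = Luciferase/luciferin detection reagent, cell-free biochemical luciferase assay | also added = ATP substrate | times = 10 min post-reagent at room temperature | measured by = luminescence from luciferase reaction | measure = luciferase activation, seen as luminescence increase over controls | benchmarks = low control with PBS replacing ATP, high control enzyme plus ATP without compound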
# HMGR II inh – inhibitors of E. faecalis class II HMGR, primary screen, biochemical, Enterococcus faecalis; inhibition, % at 10 µM; purified E. faecalis HMGR, NADPH absorbance 340 nm kinetic; AID 1066, 2008; hit rate 0.41% among 190,000;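 active = inhibition above a set limit, the median over all tested compounds plus 3 SD, cut at about 9.5% in these data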;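 note: enzyme runs in reverse so mevalonate oxidation gives rising NADPH absorbance; 0% = complete reaction with DMSO and 100% = background rate lacking mevalonate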
# PMI act hi M6P – human PMI activators, high substrate, primary screen, biochemical, fluorescence intensity, near-saturating mannose 6-phosphate; coupled PMI enzyme assay, resazurin fluorescence, 20 min; active compounds read high; 1 = untreated enzyme, 0 = substrate-free blank; hit rate 0.34% among 190,000; Mannose-6-phosphate isomerase (Homo sapiens), P34949; activation factor at 20 µM;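 active = activation factor of 2 or more at 20 µM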
#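 Material: human phosphomannose isomerase with PGI, G6PDH, diaphorase coupling enzymes / Reagent: Man-6-P substrate 1.0 mM / Dosing: single compound dose of 20 µM, 1% DMSO final / Incubation: enzyme reaction with compound 20 min at room temperature / Signal: resorufin fluorescence (Ex 544/Em 590 nm) from resazurin via diaphorase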
# Diaphorase act – compounds boosting diaphorase resazurin reduction – biochemical, uHTS, resorufin fluorescence, counter-screen for diaphorase-coupled primary assays, primary screen; Diaphorase/resazurin coupled assay, 16 min; active compounds read high; 1 = vehicle wells, 0 = NADH-free wells; hit rate 0.005% among 190,000; AID 1229, 2008; activation factor at 20 µM;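 active = diaphorase activity raised at least twofold by the compound at 20 µM; inactive = activation factor below 2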
#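 Material: Clostridium kluyveri diaphorase, purified enzyme; Quantity: enzyme 0.07 U/mL final; Medium: HEPES pH 7.4 buffer with MgCl2 and Tween 20; Dosing: single compound dose of 20 µM, 1% DMSO final; Schedule: 16 min reaction at room temperature; Measured by: red resorufin fluorescence at 544/590 nm excitation/emission.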
# TNAP inh hi DEA – human TNAP enzyme inhibitors, primary screen, biochemical, luminescent, high phosphate acceptor level, uHTS | purified TNAP, CDP-star luminescence, 1 M DEA | inhibition, % at 20 µM | hit rate 0.03% among 200,000 | AID 1135, 2008;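 active = over 50% inhibition of tissue-nonspecific alkaline phosphatase at 20 µM in the single-dose screen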;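 note: plate controls were DMSO wells for no effect and EDTA-quenched wells as full inhibition for full effect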
# Active calls of the source: *; nt = no result given.
SMILES,G6PDH counter,TNAP inh no acc,Diaph inh CS,PMI act,TNAP act hiacc,FLuc act counter,HMGR II inh,PMI act hi M6P,Diaphorase act,TNAP inh hi DEA
Cc1cccc(C2c3[nH]c4ccccc4c3CCN2C(=O)c2nn(C)c(=O)c3ccccc23)n1 (stereo not drawn),7.3,-1.0,30.4,0.8,1,1,-8.3,0.9,0.7,2.2
COCCNS(=O)(=O)c1cc(F)ccc1OC,-13.5,-9.0,6.3,1,1,1.1,-5.5,0.9,0.9,2.2
COc1ccc(-c2csc(N=C(N)N)n2)cc1,15.0,-1.3,8.0,1.1,1.1,0.9,-0.9,1.1,0.9,-5.3
CSCCC(NS(=O)(=O)c1ccc(Cl)cc1)C(=O)OCC(=O)c1ccc(F)cc1 (stereo not drawn),8.3,-12.8,21.1,0.7,1,1.1,-6.2,0.9,0.8,-3.6
CCOC(=O)N1CCN(C(=O)c2ccc(NS(=O)(=O)c3ccc(F)cc3)cc2)CC1,11.8,-2.0,-14.2,1.1,1.1,1,-4.7,1.1,1.1,-7.1
O=C1c2ccccc2C(=O)c2c1ccc1c(=O)n(C3CCCCC3)[nH]c21,29.5,-0.2,24.0,0.9,0.9,1,-7.2,0.5,0.8,8.2
CCC(=O)Nc1ccccc1Nc1cc(C#N)c(C#N)cc1[N+](=O)[O-],6.7,-2.2,21.6,0.9,1,1,nt,0.9,0.8,3.1
Cn1c(=O)[nH]c(=O)c2[nH]c(N(Cc3ccccc3)Cc3ccccc3)nc21,6.0,-6.2,28.7,1,1.1,1.1,0.4,0.9,0.7,-10.1
Cc1cccc(/C=N/N2CCN(c3ccccc3)CC2)c1,-5.0,-2.7,7.3,1,1,0.9,-3.3,1,0.9,4.2
COc1ccc(NC(=O)CO/N=C2/CCCc3nonc32)c(OC)c1,0.0,-10.1,-7.5,1.1,1,1,4.1,1,1.1,-3.8
COP(=O)(OC)c1nc(-c2ccccc2)oc1N1CCOCC1,-16.6,-25.7,6.8,1,1.1,1.1,-2.5,1.1,0.9,-6.4
O=C(COC(=O)CNC(=O)c1sc2ccccc2c1Cl)Nc1c(Cl)cc(Cl)cc1Cl,-1.3,-9.0,9.3,1,1.1,0.9,-0.7,0.9,0.9,-7.2
O=C(N/N=C/c1cccs1)c1ccc2ncccc2c1,10.9,2.6,9.9,1,1,0.9,-0.7,1,0.9,-0.7
COc1cc(NC(=O)CCCn2c(=S)[nH]c3ccccc3c2=O)cc(OC)c1OC,4.8,-8.9,6.9,1.1,1,1,-1.3,1.1,0.9,-2.3
C=C(C)CSc1nc(C)c(Cc2ccccc2)c(=O)[nH]1,-16.2,-13.2,22.9,0.8,1.1,1,-8.4,0.9,0.8,-6.1
CC(SCC(=O)Nc1ccc(S(=O)(=O)N2CCCCC2)cc1)C(=O)O (stereo not drawn),3.8,-5.6,11.6,1,1,1,-5.0,1,0.9,-2.5
CCOc1ccc(-n2c(SCC(=O)Nc3cc(C)on3)nnc2-c2c[nH]c3ccccc23)cc1,3.1,-7.4,13.1,0.9,1,1.1,-1.9,0.9,0.9,-1.8
Brc1ccc(-c2ccc(/C=N/Nc3nc(N4CCOCC4)nc(N4CCOCC4)n3)o2)cc1,-9.2,-4.4,-3.4,1,1,1,3.0,0.9,1,-1.8
CCOC(=O)c1ccc2c(c1)nc(COc1ccc3ccccc3c1)n2CC,-0.8,-20.3,16.1,1,1.1,1,-4.7,0.9,0.8,-7.1
CCOc1ccc(NC(=O)N2CCC(n3nnc4cc(C)ccc43)CC2)cc1,-22.0,-7.5,24.5,0.8,1,1.1,-5.8,0.8,0.8,-0.3
COc1ccc(NC(=O)CN2C(=O)CSC(C)C2=O)c(OC)c1 (stereo not drawn),-2.3,5.1,-1.6,0.9,1,1,1.4,1,1,4.7
CCN1CCN(C(=S)c2ccc(OCC(=O)N3CCOCC3)cc2)CC1,0.6,-4.5,3.9,1,1,1,-2.6,1,1,-3.2
CCOC(=O)c1cc2c(ccn2C)n1CC(=O)N1CCCC(C)C1 (stereo not drawn),15.9,-7.4,18.1,1,1,1.1,-7.7,0.9,0.8,-0.3
O=C(NC(NC(=S)Nc1c(Cl)cccc1Cl)C(Cl)(Cl)Cl)c1cccc([N+](=O)[O-])c1 (stereo not drawn),5.1,-0.7,19.7,0.9,1,1,-0.6,0.9,0.8,4.6
O=C(NC1CCCCC1)N1CCCC(c2nc3ccccc3[nH]2)C1 (stereo not drawn),0.0,-9.9,0.9,0.9,1,1,0.0,1,1,-2.7

# The results go on.
SMILES,G6PDH counter,TNAP inh no acc,Diaph inh CS,PMI act,TNAP act hiacc,FLuc act counter,HMGR II inh,PMI act hi M6P,Diaphorase act,TNAP inh hi DEA
COc1cccc(-c2cc(C(=O)N3CCCc4ccccc43)no2)c1,-22.4,-11.2,25.2,0.9,1.1,0.9,-7.9,0.8,0.7,-6.2
Cc1cc(NC(=O)CSc2ccc3c(c2)OCCO3)no1,13.6,-8.7,11.8,0.9,1,1,2.0,0.9,0.9,-3.0
Cc1ccc(N(C(=O)C2CCC(=O)N2)C2(C(=O)NC3CCCC3)CCCCC2)cc1 (stereo not drawn),3.5,-20.1,7.3,1,1,1.1,-1.2,1,0.9,-3.5
O=S1(=O)C=CC(N2CCOCC2)C1 (stereo not drawn),20.1,-11.1,19.0,0.9,1,1.1,0.8,0.9,0.8,-1.2
Cc1nc2ccccc2c(=O)n1Nc1cccc(Cl)c1,13.3,-3.8,12.8,1,1,1,5.1,1,0.9,-3.0
Cc1cc(=O)oc2c1ccc1oc(/C(=N/O)c3ccccc3)c(C)c12,-54.1,2.5,37.7,0.7,1,1,-3.3,0.8,0.6,-1.5
CC(C)(C)C(=O)N=C1SC2CS(=O)(=O)CC2N1c1ccc2c(c1)OCO2 (stereo not drawn),-1.9,-4.2,10.2,0.9,1,1.1,4.0,0.9,0.9,-0.2
O=C(c1nc2ccccn2c1CN1CCN(c2ccccc2O)CC1)N1CCCC1,25.6,-0.7,17.2,0.8,1.1,1.1,-3.0,0.7,0.8,-5.6
Cc1cccc(C(=O)NC(=S)NNC(=O)c2cccs2)c1,10.7,-14.0,36.2,1,1,1,-1.9,1.2,0.6,-1.4
COc1ccccc1C(=O)NNC(=O)c1ccc(NC(=O)CC(C)C)cc1,9.6,-11.9,-1.5,1,1.1,1,-5.7,1.1,1,-5.8
Cc1ccc(OC(C)C(=O)N2CCc3ccccc32)cc1 (stereo not drawn),1.3,-8.9,7.6,0.9,1,1.1,-2.5,1,0.9,-0.9
Cc1ccc(S(=O)(=O)N2CCC(C(=O)N[C@@H](C)C(=O)NCC3CCCO3)CC2)cc1 (stereo partly drawn),-7.2,-0.1,7.4,1,1,1.1,-2.4,1,0.9,-1.5
Cn1c(SCC(=O)Nc2ccccc2)nc(O)cc1=O,1.9,1.6,7.0,1.1,1,1,1.1,1.1,0.9,-0.7
Cc1nnc(SC2CC(=O)N(c3ccccc3)C2=O)s1 (stereo not drawn),8.3,-10.8,-7.6,1.2,1,1.1,-0.2,1.3,1.1,-2.4
COc1ccc(C2(CNC(=O)c3ccc(C)cc3)CCOCC2)cc1,9.1,-8.0,2.8,0.9,1,1,-9.1,0.9,1,-2.1
COC(=O)c1c(N)n(CCCN2CCOCC2)c2nc3ccccc3nc12,12.0,-12.8,8.8,0.9,1,1.1,-4.7,0.8,0.9,-4.0
Cc1cccc(OCC(=O)Nc2sc3c(c2C#N)CCC3)c1,-43.1,2.6,10.3,1,1,1,2.3,0.9,0.9,-1.2
CCc1ccccc1NC(=O)CN(C)C(=O)Cn1ncc(Cl)c(Cl)c1=O,-18.0,-12.1,31.2,0.9,1,1,-3.9,0.8,0.7,-1.9
COc1ccc(/C=C/C(=O)c2ccc(OC)cc2OC)cc1,2.5,-10.8,20.2,0.9,1.1,0.9,-0.4,1,0.8,-6.7
Cc1nc2n(n1)CC(O)CS2 (stereo not drawn),11.4,0.8,4.8,1.1,1.1,1.1,2.8,1,1,-6.8
Cc1nc(C)c(C)nc1C,1.6,-8.2,-0.6,1,1.1,1,-0.2,1.1,1,-5.1
CC1(C)CCc2nc(SCc3ccccc3)c(C#N)cc2C1,2.1,-11.7,15.3,1,1,1.1,13.3*,1,0.8,-4.8
Cc1ccccc1Nc1nc(Cl)c(C=O)s1,11.8,-3.2,12.0,0.9,0.9,1,-2.6,0.9,0.9,5.1
COc1ccc(-n2c(-c3cnccn3)n[nH]c2=S)cc1,-6.0,-9.7,15.5,1.1,1,1.1,-1.7,1,0.8,-3.1
Cc1ccc(C(=O)OCCc2sc[n+](Cc3ccccc3)c2C)cc1,-16.7,9.7,1.2,1,0.9,1,-3.2,1,1,13.8

# Another view of part of the listing above:
# Below each compound: G6PDH counter | TNAP inh no acc | Diaph inh CS | PMI act | TNAP act hiacc | FLuc act counter | HMGR II inh | PMI act hi M6P | Diaphorase act | TNAP inh hi DEA
Cc1cc(NC(=O)CSc2ccc3c(c2)OCCO3)no1
  13.6 | -8.7 | 11.8 | 0.9 | 1 | 1 | 2.0 | 0.9 | 0.9 | -3.0
Cc1ccc(N(C(=O)C2CCC(=O)N2)C2(C(=O)NC3CCCC3)CCCCC2)cc1 (stereo not drawn)
  3.5 | -20.1 | 7.3 | 1 | 1 | 1.1 | -1.2 | 1 | 0.9 | -3.5
O=S1(=O)C=CC(N2CCOCC2)C1 (stereo not drawn)
  20.1 | -11.1 | 19.0 | 0.9 | 1 | 1.1 | 0.8 | 0.9 | 0.8 | -1.2
Cc1nc2ccccc2c(=O)n1Nc1cccc(Cl)c1
  13.3 | -3.8 | 12.8 | 1 | 1 | 1 | 5.1 | 1 | 0.9 | -3.0
Cc1cc(=O)oc2c1ccc1oc(/C(=N/O)c3ccccc3)c(C)c12
  -54.1 | 2.5 | 37.7 | 0.7 | 1 | 1 | -3.3 | 0.8 | 0.6 | -1.5

# This is a random part of the collection; 1.7% or so of the library scored in one or more.
